TRPN1 ag: zebrafish TRPN1 (NompC) channel agonism; HEK293 zebrafish TRPN1-YFP, Fluo-8 calcium fluorescence; 100% = response to 87 µM carbachol; activation, % at 3 µM; 220,000 tested, 0.18% active;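 active = activation above its plate's cutoff, the mean activation of test wells on that plate plus 3 SD, cut at about 19% in these data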;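 also: 0% = DMSO alone and 100% = 87 µM carbachol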
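Material – zebrafish TRPN1-YFP in HEK293 cells · Doses – 3 µM single point · Schedule – dye 1 h 37 °C plus 30 min RT · Signal – Fluo-8 calcium fluorescence, excitation 470-495 nm, emission 515-575 nm · Read-out – % activation versus carbachol response · Control set – carbachol high, DMSO low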
TRPML3 ag: human mucolipin-3 channel agonism | Q8TDD5 | HEK293 TRPML3-YFP, Fluo-8 calcium fluorescence; 100% = the carbachol control signal | 220,000 tested, 0.29% active | activation, % at 3 µM;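 active = activation above its plate's cutoff, the mean activation of the plate's test wells plus 3 SD, cut at about 12% in these data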;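 also: 0% = DMSO only wells and 100% = carbachol wells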
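Test system – HEK293 line with stable expression of human TRPML3-YFP channel · Control set – carbachol 87 µM final as high control (100%), DMSO as low control (0%) · Signal – Fluo-8 calcium dye fluorescence, ex 470-495, em 515-575 nm · Incubation – 1-h 37 °C dye load, 5-s basal, 120-s post-compound reads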
m-calpain inh: blocks pig calpain II enzyme activity; 220,000 tested, 0.37% active; inhibition, % at 16 µM; AID 1236; purified calpain II, fluorogenic peptide substrate, 30 min;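 active = inhibition above about 50%, limit read from the data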
Thrombin inh: blocks human thrombin protease activity; inhibition, % at 5 µM; 220,000 tested, 0.26% active; alpha-thrombin, Boc-VPR-AMC fluorogenic substrate cleavage; AID 1046; P00734;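 active = inhibition at or above 40%; inactive = inhibition below 40%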;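 also: 0% = enzyme with no compound and 100% = wells without enzyme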
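Test system: human alpha-thrombin protein / Dosing: one concentration per compound, 5 µM, with 0.2% DMSO / Medium: pH 7.5 Tris-saline with Tween 20 / Benchmarks: no-compound enzyme wells and no-enzyme blanks / Read-out basis: percent inhibition of thrombin substrate cleavage / Timing: reaction at room temperature / Measured by: fluorescence, ex 355 nm, em 460 nm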
Furin inhibitor: inhibitors of human furin; inhibition, % at 30 µM; P09958; purified furin, fluorogenic substrate cleavage; 220,000 tested, 0.061% active; AID 463115; in the data active = inhibition above about 25%; also: inactives centre near -15
Target sequence (P09958 108-714 limits assumed): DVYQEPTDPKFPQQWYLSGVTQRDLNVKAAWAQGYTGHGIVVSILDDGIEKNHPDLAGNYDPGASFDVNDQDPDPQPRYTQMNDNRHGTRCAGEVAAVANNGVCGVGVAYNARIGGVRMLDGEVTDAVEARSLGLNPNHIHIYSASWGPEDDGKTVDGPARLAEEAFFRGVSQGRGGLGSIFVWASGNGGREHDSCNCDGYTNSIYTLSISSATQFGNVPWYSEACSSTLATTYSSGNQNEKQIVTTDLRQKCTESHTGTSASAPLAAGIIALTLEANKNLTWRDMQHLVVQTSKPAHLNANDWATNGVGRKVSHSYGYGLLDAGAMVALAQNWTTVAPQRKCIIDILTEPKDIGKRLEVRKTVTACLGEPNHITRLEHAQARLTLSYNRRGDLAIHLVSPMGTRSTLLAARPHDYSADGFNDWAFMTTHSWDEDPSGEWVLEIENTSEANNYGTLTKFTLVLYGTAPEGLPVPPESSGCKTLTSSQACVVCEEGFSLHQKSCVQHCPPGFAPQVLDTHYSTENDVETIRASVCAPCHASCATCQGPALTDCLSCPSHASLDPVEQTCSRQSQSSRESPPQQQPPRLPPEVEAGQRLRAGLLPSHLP
KCC2 mod: modulators of human KCC2 chloride dependent transport | Q9H2X9 | KCC2 cells, thallium flux FluoZin-2 fluorescence | B-score of Tl+ flux slope (higher = more flux/activation; lower = inhibition) at 10 µM | 190,000 tested, 2.2% active | AID 1456;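 active = thallium flux slope and its plate-corrected score both differing from the plate sample mean at a set confidence after two filtering rounds, in either direction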;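 also: slope of fluorescence scaled to starting intensity during 10 to 20 s after thallium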
EBV gp42 block: inhibitors of Epstein-Barr virus glycoprotein 42; Fluorescence polarization binding assay, mP read-out; inhibition, % (tested at 21.74 µM); 220,000 tested, 0.42% active; in the data active = inhibition above about 50%
Target sequence (Q1HVG2 whole entry, looked up): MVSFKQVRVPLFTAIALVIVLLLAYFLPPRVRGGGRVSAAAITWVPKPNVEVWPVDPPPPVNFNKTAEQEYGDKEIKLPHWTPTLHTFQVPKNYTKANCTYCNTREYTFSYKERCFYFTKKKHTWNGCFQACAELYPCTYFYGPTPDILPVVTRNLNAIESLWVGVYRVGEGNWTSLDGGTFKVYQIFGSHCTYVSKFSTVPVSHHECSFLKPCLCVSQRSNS
PPC-1+TRAIL kill: compounds killing PPC-1 cancer cells with TRAIL present (potentiator screen, no TRAIL-free arm); cell killing (% activity), % at 4 µM; PPC-1 cells + TRAIL, ATPLite viability luminescence; AID 1443; 220,000 tested, 0.41% active;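 active = cell killing above 50% in the first pass at 4 µM, then a duplicate retest at 5 µM averaging 50% or more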;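 also: plate controls were cells with TRAIL plus DMSO for no effect and medium-only wells lacking cells for full effect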
TbHK1 inh: blocks Trypanosoma brucei hexokinase 1 activity. recombinant TbHK1, G6PDH-coupled NADH A340. inhibition, % at 10 µM. 220,000 tested, 0.11% active;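 active = inhibition of 50% or more in the single-dose primary screen; inactive = inhibition below 50%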
An asterisk follows results filed as active; / = not tested or not shown; [ ] = another dose, or the depositor's remark.

SMILES	TRPN1 ag	TRPML3 ag	m-calpain inh	Thrombin inh	Furin inhibitor	KCC2 mod	EBV gp42 block	PPC-1+TRAIL kill	TbHK1 inh
C=CCn1c(O)c(C(C)=Nc2cccc(C(=O)O)c2)c(=O)[nH]c1=O	1.3	0.4	-25	-3	-15	-0.17	-8	-14	-27
COc1ccc(C(=O)N2CCOCC2)cc1S(=O)(=O)N1CCC(C)CC1	0.9	0.7	-25	5	-22[20 µM]	/	-1	15	1
CC(C)CC12CN3CCN(CC(C3)/C1=N/O)C2	-1.0	1.7	-21	-1	-22[20 µM]	-0.44	-18	6	5
CCSP1(=S)N=C(N2CCOCC2)C(C#N)=C2CCCN21 (stereo not given)	0.3	0.3	4	-1	-14	0.57	-3	-18	17
Fc1ccccc1N1CCN(Cc2c(F)cccc2F)CC1	-0.3	0.4	-4	-2	-7[20 µM]	0.14	-20	-8	5
COc1ccc(C2SCC(=O)Nc3c2c(C)nn3-c2ccccc2)cc1 (stereo not given)	-1.1	-0.1	-17	-5	-21[20 µM]	0.3	-6	32	-5
CN1CCN(c2nc([N+](=O)[O-])nn2C)CC1	1.7	1.4	-1	-2	-16	1.2	-10	12	-3
Cc1nccn1Cc1ccc(Cl)nc1	-0.7	0.4	-15	-4	-32	-0.043	-11	14	-2
CN(C)C1=NP(N(C)C)(N(C)C)=NC(c2ccccc2)=N1	-1.1	-0.5	-18	-11	-11	/	-26	9	-5
O=C1NC(=O)C(=Cc2ccc(OCCOc3ccc([N+](=O)[O-])cc3)cc2)C(=O)N1	-1.1	-0.1	-70	-1	-20	/	11	31	-14
Cc1cc(NC(=O)COC(=O)c2c(C)nn(Cc3ccccc3Cl)c2Cl)no1	1.4	0.9	2	5	-10	-0.49	-17	-10	12
CNC(C(=O)c1ccccc1)C(OC)c1cccc([N+](=O)[O-])c1 (stereo not given)	0.7	0.2	-6	1	-13	0.0065	0	23	-16
CN1CCN(c2c[nH]c(=O)[nH]c2=O)CC1	0.5	1.0	-10	1	-27[20 µM]	-0.017	-20	28	-2
CCCCCCn1c(O)c(C=Nc2c(C)n(C)n(-c3ccccc3)c2=O)c(=O)[nH]c1=O	-0.4	-0.7	10	-5	-11	/	-3	46	-22
CCC1CCCCN1CC(=O)c1ccc(OC(F)F)cc1 (stereo not given)	0.7	-0.1	-3	6	-15	0.036	-13	4	-6
CCc1ccccc1NC(=O)CSc1nnc([C@@H](N)Cc2c[nH]c3ccccc23)o1	0.2	0.4	1	2	-17	-1.1	-18	14	2
Cc1ccsc1C(=O)C1CCCN(Cc2cc3ccccc3o2)C1 (stereo not given)	0.0	0.0	21	0	-30	-0.24	-5	20	-8
Cc1ccc(-n2c(O)c(/C=N/N3CCCCC3c3cccnc3)c(=O)[nH]c2=S)cc1 (stereo not given)	0.0	0.1	-4	-6	-14	0.99	-48	9	-26
Cc1c(C(c2ccc(O)cc2)c2c(O)c3ccccc3oc2=O)c(=O)n(-c2ccccc2)n1C (stereo not given)	-0.2	0.5	2	-8	-18	-0.6	-7	11	27
CCOC(=O)CC1=C(C(=O)OCC)C2(C(=O)N1)C(C(=O)OC)=C(N)Oc1ccccc12 (stereo not given)	-1.6	1.2	-29	-3	-14[20 µM]	0.077	-19	31	-3
COc1ccc(-n2c(Cc3ccccc3)nc3ccccc3c2=O)cc1	-0.3	0.2	3	-6	-7	-0.8	0	-7	3
COc1ccccc1OCCCn1cc(C(C)=O)c2ccccc21	3.4	1.4	30	-7	-15	-0.84	-6	/	5
CCn1cc(C(=O)N2CCC3(CC2)OCCO3)c(=O)c2cc(S(=O)(=O)N3CCCC3)ccc21	-0.2	0.7	-44	-4	-1[20 µM]	/	-11	20	-33
CCC[N+]12CCC(CC1)C(C(O)(c1ccccc1)c1ccccc1)C2 (stereo not given)	0.3	0.6	-13	0	-28	0.24	-9	-7	-2
COc1ccc(CC2C(=O)NC(=O)N(c3ccccc3)C2=O)c(OC)c1 (stereo not given)	0.3	0.2	2	3	-20	/	-7	2	-1

Results in TRPN1 ag, for some of the entries so far:
compound	TRPN1 ag
Cc1c(C(c2ccc(O)cc2)c2c(O)c3ccccc3oc2=O)c(=O)n(-c2ccccc2)n1C (stereo not given)	-0.2
CCOC(=O)CC1=C(C(=O)OCC)C2(C(=O)N1)C(C(=O)OC)=C(N)Oc1ccccc12 (stereo not given)	-1.6

Back to the main list, repeating the 4 entries before the break.
SMILES	TRPN1 ag	TRPML3 ag	m-calpain inh	Thrombin inh	Furin inhibitor	KCC2 mod	EBV gp42 block	PPC-1+TRAIL kill	TbHK1 inh
COc1ccccc1OCCCn1cc(C(C)=O)c2ccccc21	3.4	1.4	30	-7	-15	-0.84	-6	/	5
CCn1cc(C(=O)N2CCC3(CC2)OCCO3)c(=O)c2cc(S(=O)(=O)N3CCCC3)ccc21	-0.2	0.7	-44	-4	-1[20 µM]	/	-11	20	-33
CCC[N+]12CCC(CC1)C(C(O)(c1ccccc1)c1ccccc1)C2 (stereo not given)	0.3	0.6	-13	0	-28	0.24	-9	-7	-2
COc1ccc(CC2C(=O)NC(=O)N(c3ccccc3)C2=O)c(OC)c1 (stereo not given)	0.3	0.2	2	3	-20	/	-7	2	-1
CN1CCN(Cc2cc(C(C)(C)C)c(O)c(C(C)(C)C)c2)CC1	0.0	1.2	-46	-8	-22[20 µM]	-0.16	1	-18	8
CC/C(=N\N1CCCCC1)c1c(O)[nH]c(=O)[nH]c1=O	-0.5	-0.7	-6	0	-13	0.49	-19	14	5
O=c1[nH]c(=S)n(C2CC2)c(O)c1C=NCc1cccnc1	0.5	0.9	13	-4	2	0.042	-5	10	-81
COc1ccc(CCNC(=O)c2c(N)n(CCN3CCOCC3)c3nc4ccccc4nc23)cc1OC	1.4	0.9	-187	-2	7[20 µM]	-0.35	-9	3	-26
OC1/C(=C/c2ccc(C(F)(F)F)cc2)N2CCC1CC2 (stereo not given)	-0.8	0.3	6	-1	-24	1.6	-14	14	0
CC1CN=C(Nc2ccc(F)cc2)S1 (stereo not given)	0.1	0.5	28	7	-26	-0.089	-2	9	-1
CCOC(=O)c1c(-n2c(C)cc(C=C3C(=O)NC(=O)NC3=O)c2C)sc2c1CCCC2	-1.4	-0.1	-60	-3	-9	0.55	-138	6	7
Cc1nc2cc(C(=O)N3CCC4(CC3)OCCO4)ccc2n1-c1cccc(F)c1	-0.1	1.2	-10	-1	-16[20 µM]	0.31	-23	15	-4
CCN1CCN(C(=O)COc2cc(=O)n(CC)c3ccccc23)CC1	1.0	0.7	22	3	-18[20 µM]	0.99	-5	13	-3
Cn1c(O)c(C=NCCN2CCN(C(=O)Nc3ccccc3)CC2)c(=O)n(C)c1=O	0.0	0.1	-10	0	-31	0.12	-3	-6	-2
Clc1cccc(Cl)c1C1N2CCCN12 (stereo not given)	-0.8	0.7	0	-1	-15[20 µM]	/	-8	-2	-8
CN1CCN(c2ccc([N+](=O)[O-])c3cccnc23)CC1	0.2	-0.1	12	0	0[20 µM]	/	-27	8	-7
C/C=C1/CC(C)C(C)(O)C(=O)OCC2CCN3CCC(OC1=O)C23 (stereo not given)	0.3	0.0	15	-7	-14	0.7	-14	/	-1
C#CCN1CCN(c2cccc(C(F)(F)F)c2)CC1	0.1	-0.1	17	-2	-28	-0.076	1	20	2
C=C1C(=O)O[C@@H]2C[C@@H](C)[C@@H]3C=CC(=O)[C@@]3(C)[C@@H](OC(=O)CC(=O)O[C@H]3[C@@H]4C(=C)C(=O)O[C@@H]4C[C@@H](C)[C@@H]4C=CC(=O)[C@]43C)[C@H]12	/	/	-28	-4	-30	-0.13	-3	-17	-3
COP(=O)(OC)C(NC(=O)/C=C/c1ccccc1)C(Cl)(Cl)Cl (stereo not given)	1.0	0.8	-9	-1	-17	-0.38	-1	-1	3
O=c1c2ccccc2nc(/C=C/c2ccc3c(c2)OCO3)n1-c1cccc(O)c1	0.0	0.6	-61	-5	-21	0.78	-17	-2	-4
COc1ccc(-n2c(-c3ccco3)nc3ccccc3c2=O)cc1	2.8	-0.5	21	-7	-11	-1.3	-7	7	-13
Cc1ccc(/C=C2\C(=O)NC(=O)N(CC3CCCO3)C2=O)s1 (stereo not given)	1.0	0.4	-12	-10	-9	0.6	10	3	-5
C=CCn1c(O)c(C(C)=NCCN2CCN(C(=S)NC)CC2)c(=O)[nH]c1=O	0.0	0.9	-20	-13	-15	0.054	-9	-6	-11
O=[N+]([O-])c1cccc(CN2CCN(Cc3ccc(Cl)cc3)CC2)c1	3.1	3.2	27	-10	-21	0.098	-16	16	6
CC(O)CNc1ccc([N+](=O)[O-])c2cccnc12 (stereo not given)	-2.2	0.0	24	-2	24	0.46	-8	29	28
CC(C)(C)c1nc(N2CCN(C(=O)c3ccco3)CC2)c2nnn(Cc3ccccc3Cl)c2n1	0.5	0.2	32	0	-7	/	-5	-10	9
O=C(Nc1ccc(OC(=O)N2CCCC2)cc1)N1CCOCC1	-0.2	1.0	-1	0	-23[20 µM]	1.4	-9	9	-2
O=C1NC(=O)C(=Cc2csc3ccccc23)C(=O)N1	2.3	-0.1	7	0	-3	0.6	-19	-3	2
C=CCn1c(O)c(C(CC)=NCc2cc(OC)cc(OC)c2)c(=O)[nH]c1=O	-1.9	-0.6	5	2	-24[20 µM]	-1.1	-12	20	-8
CN1C(=O)C(Cc2cccs2)C(=O)N(C)C1=O	0.8	-0.1	-8	5	-19	-0.5	-21	3	-1
Nc1nnc(P(c2ccccc2)c2ccccc2)s1	1.2	0.3	2	6	-13	0.07	-4	-11	-9
COc1ccc(-n2c(O)c(C(C)=NCc3ccc4c(c3)OCO4)c(=O)[nH]c2=O)cc1	0.7	0.5	-5	-9	-20	1.2	-5	0	-6
CCN1CC2(COC(=O)c3ccccc3N)CCC(OC)C34C5CC6C(OC)CC(O)(C5C6OC)C(O)(C(OC)C23)C14 (stereo not given)	0.0	0.9	-202	5	-10[20 µM]	1.6	-11	-6	-22

One compound at a time (already shown). Screens in order: TRPN1 ag, TRPML3 ag, m-calpain inh, Thrombin inh, Furin inhibitor, KCC2 mod, EBV gp42 block, PPC-1+TRAIL kill, TbHK1 inh
O=C1NC(=O)C(=Cc2csc3ccccc23)C(=O)N1 is listed with 2.3, -0.1, 7, 0, -3, 0.6, -19, -3, 2
CC/C(=N\N1CCCCC1)c1c(O)[nH]c(=O)[nH]c1=O is listed with -0.5, -0.7, -6, 0, -13, 0.49, -19, 14, 5

This is a subset; rates above refer to the full screens.
